High-throughput results as filed in PubChem BioAssay.
PTHR1 agonist – PTHR1 (human) receptor agonism | actives 0.075% (n = 410,000) | Potency, µM (doses to about 115 µM), without a hit: at the top dose activation, usual class: activators | HEK293 GP2 PTHR1 cells, GloSensor cAMP luminescence, 1 h | AID 743266 | Q03431; also: potency is read from the fitted curve at half-maximal effect; nearly all actives have a fitted effect of over 55% in size; some results filed as inactive show a strong effect at the top dose; inactives centre near -15; many of its hits are not listed in these tables
Target sequence (Q03431 whole entry, looked up): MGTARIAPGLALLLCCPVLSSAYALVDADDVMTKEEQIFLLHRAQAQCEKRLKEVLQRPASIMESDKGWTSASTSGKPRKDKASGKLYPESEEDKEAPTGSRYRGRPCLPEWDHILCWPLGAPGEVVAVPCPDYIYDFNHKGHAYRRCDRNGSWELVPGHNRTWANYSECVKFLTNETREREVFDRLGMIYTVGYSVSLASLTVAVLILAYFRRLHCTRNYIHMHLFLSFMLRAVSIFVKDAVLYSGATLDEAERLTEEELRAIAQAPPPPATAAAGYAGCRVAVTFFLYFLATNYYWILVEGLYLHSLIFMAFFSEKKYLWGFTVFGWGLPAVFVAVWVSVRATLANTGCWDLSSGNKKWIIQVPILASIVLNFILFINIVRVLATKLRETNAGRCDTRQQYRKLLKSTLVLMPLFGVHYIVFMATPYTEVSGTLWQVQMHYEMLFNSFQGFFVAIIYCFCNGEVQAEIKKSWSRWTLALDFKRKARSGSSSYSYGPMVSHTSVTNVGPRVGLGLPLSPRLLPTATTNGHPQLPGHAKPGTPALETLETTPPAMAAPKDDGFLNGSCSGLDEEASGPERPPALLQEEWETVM
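HEK-293-derived GP2 cells expressing PTHR1 and a GloSensor cAMP reporter, 3,000/well, plated overnight, given luciferin plus IBMX (each 0.5 mM as added) for 1 h at 37 °C, then compound for 1 h at 37 °C. Luminescence was read after 15 min at room temperature.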
TDP43 rescue – inhibitors of TDP-43 toxicity in yeast. TDP-43 expressing yeast growth rescue, BacTiter-Glo, 24 h. Potency, µM (series often up to 46.1 µM), for the others: at the highest dose growth rescue (activation), most hits filed as activators. actives 1.8% (n = 410,000); also: potency is read from the fitted curve at half-maximal effect; % of control where 0% means no effect; nearly all actives have a fitted effect of over 50% in size
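Luminescence from BacTiter-Glo reports growth of TDP-43-expressing yeast after 24 hr at 30 deg C with compound. Cells were raffinose-pregrown to mid-log, then seeded in galactose medium at OD600=0.02.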
Akt phos inh – inhibitors of Akt phosphorylation. activity change, % for hits at 50 µM. actives 0.32% (n = 360,000). Neuro2A IGF-stimulated pAkt S473 HTRF, 20 min; stronger effect = lower value; in the data active = activity change below about -80%; inconclusive = mostly about -51% to -80%; also: % is scaled to controls: 0 for no effect and ±100 for the full control effect
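Single-point screen (50 µM final compound) in Neuro2A cells stimulated 20 min with 6 nM IGF at 37 deg C. After lysis, Ser473-phosphorylated Akt read by HTRF (ex 330 nm, em 615/665 nm) as the 665/615 ratio.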
aSyn rescue – inhibitors of alpha-synuclein toxicity in yeast; AID 652106; Yeast expressing alpha-synuclein, growth rescue, BacTiter-Glo, 24 h; actives 0.14% (n = 370,000); Potency, µM (top dose mostly 46.1 µM), for the others: top-dose growth rescue (activation), usual class: activators; also: potency is read from the fitted curve at half-maximal effect; % of control where 0% means no effect; nearly all actives have a fitted effect of over 65% in size
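Rescue of yeast growth: cells expressing toxic alpha-synuclein, induced in galactose at OD600 0.02, incubated with compound 24 h at 30 C. ATP luminescence quantified growth; inhibitors of toxicity appear as activators.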
GLP1R inv ag – acts as inverse agonist at human GLP-1 receptor; HEK293 GLP-1R CRE-luciferase, luminescence, 24 h; GLP-1R form is constitutively active; Potency, µM (doses to about 38.3 µM), without a hit: at the top dose activity change, negative = inhibition, actives largely listed as inhibitors; actives 1.6% (n = 410,000); also: potency is read from the fitted curve at half-maximal effect; % is scaled to controls: 0 for no effect and ±100 for the full control effect; nearly all actives have a fitted effect of over 55% in size
Target sequence (P43220 whole entry, looked up): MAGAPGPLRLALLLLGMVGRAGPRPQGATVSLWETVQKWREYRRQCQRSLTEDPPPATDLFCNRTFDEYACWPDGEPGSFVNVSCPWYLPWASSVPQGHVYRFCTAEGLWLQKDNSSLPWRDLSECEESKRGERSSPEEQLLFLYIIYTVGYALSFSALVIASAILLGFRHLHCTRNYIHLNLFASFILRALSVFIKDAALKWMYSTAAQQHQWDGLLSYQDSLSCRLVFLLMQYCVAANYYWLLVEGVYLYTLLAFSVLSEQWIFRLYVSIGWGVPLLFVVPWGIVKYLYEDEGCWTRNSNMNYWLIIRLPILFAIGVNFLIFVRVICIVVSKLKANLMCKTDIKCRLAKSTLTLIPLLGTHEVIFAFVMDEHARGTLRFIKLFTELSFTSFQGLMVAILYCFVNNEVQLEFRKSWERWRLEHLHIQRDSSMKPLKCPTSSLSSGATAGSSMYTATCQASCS
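Inverse agonism was detected as reduced cAMP-driven luciferase luminescence after 24 h compound treatment. The cells were HEK293 clones expressing constitutively active human GLP-1R with the reporter. Reporter-only and GPR119 cell lines served as counterscreen controls.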
Mm-Cpn inhibitor – inhibitors of Methanococcus maripaludis chaperonin (MmCpn); purified Mm-Cpn ATPase, ADP Transcreener TR-FRET; actives 0.031% (n = 330,000); Potency, µM (doses to about 76.9 µM), without a hit: at the highest dose activity, negative = inhibition, usual class: inhibitors; AID 504842; also: potency is read from the fitted curve at half-maximal effect; % is scaled to controls: 0 for no effect and ±100 for the full control effect; nearly all actives have a fitted effect of over 80% in size
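Measured: ADP formation by purified Mm-CPN. Conditions: 25 nM protein, 10 uM ATP, Tris pH 7.4 with Mg2+, K+ and DTT, 37°C for 30 min. Detection: Transcreener HTRF after 30 min at room temperature.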
FUS yeast rescue – FUS proteinopathy suppression in yeast. S. cerevisiae FUS-expressing, growth rescue, OD600, 24 h. Potency, µM (top dose mostly 76.6 µM), inactives show top-dose growth rescue (activation), hits mostly activators. actives 0.24% (n = 390,000). AID 1347120;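 also: potency is read from the fitted curve at half-maximal effect; plate controls were DMSO vehicle for no effect and reference control for full effect; nearly all actives have a fitted effect of over 55% in size; some results filed as inactive show a strong effect at the top dose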
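Restored growth of FUS-toxic S. cerevisiae, read as 600 nm absorbance after 24 h at 30C in galactose medium (starting OD 0.005). Controls CP55940 and DMSO.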
GLP1R cytotox – cytotoxicity in counter-screen for GLP-1R inverse agonists | HEK293 cAMP-luciferase reporter cells, luminescence, 24 h | Potency, µM (titrated, usually from 38.3 µM), for the others: at the top dose activity change, negative = inhibition, usual class: inhibitors | actives 0.13% (n = 410,000);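 also: loss of luciferase light is scored as toxicity; potency is read from the fitted curve at half-maximal effect; % is scaled to controls: 0 for no effect and ±100 for the full control effect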
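Luminescence readout: signal drop marks cytotoxicity. Plated cells grew 12 h at 37 °C, 5% CO2, received 23 nL compound for 24 h, then got luciferase reagent, read after 12 min at RT.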
Abeta rescue – compounds reversing amyloid beta toxicity in yeast. yeast expressing A-beta42, growth rescue, OD600, 48 h; response scale: 0% DMSO, 100% iron-clioquinol control. Potency, µM (highest dose often 46.1 µM), inactives show at the highest dose growth rescue, hits mostly activators. actives 0.063% (n = 410,000); also: potency is read from the fitted curve at half-maximal effect; nearly all actives have a fitted effect of over 55% in size
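Yeast growth medium received pinned compounds, then yeast cells expressing toxic A-beta were added; plates incubated at 30 C for 48 hr. Growth read as absorbance at 600 nm, normalized to DMSO and equimolar FeCl3 plus clioquinol controls.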
Starred values were filed as active, the others as inactive; i = inactive; ? = inconclusive; . = not tested or not shown; & = joins results of further samples; [ ] = another dose, or the depositor's remark. Unless noted, calls follow the shape of the dose curve; as a rule, active = well fitted curve in the direction sought with a large enough effect; inconclusive = small, poorly fitted or top-dose-only effect, or another doubt; inactive = no such curve, though single readings can be large; an effect the other way counts as inactive or inconclusive.

SMILES	PTHR1 agonist	aSyn rescue	FUS yeast rescue	TDP43 rescue	Mm-Cpn inhibitor	Akt phos inh	GLP1R inv ag	GLP1R cytotox	Abeta rescue
COc1ccccc1-c1nc2s/c(=C\c3cccs3)c(=O)n2n1	-2%[57.5 µM]	1%	15%	11%	-1%	i	11%	10%	5%
Cc1ccc(C)c(N2CCN(C(C(=O)NC3CCCC3)c3ccco3)CC2)c1 (stereo not given)	-19%	12%	12%	9%	.	i	2%	3%	11%
Cc1cccc(C2N=C(N)Nc3nc4ccccc4n32)c1 (stereo not given)	?	5%	1%&-5%	5%&-6%	1%	i	18%&22%	-5%&3%	10%&-14%
Cc1ccc(C2C3C(=O)N(c4ccc(C)cc4)C(=O)C3N3CCCN23)cc1 (stereo not given)	-19%	18%	30%	18%	0%	i	13%	-4%	20%
Oc1ccc2nc(Cc3ccccc3)[nH]c2c1	-33%	-2%	-5%	5%	1%	i	8%	-17%	0%
COCCN(Cc1cc2cc(C)c(C)cc2nc1Cl)C(=O)Nc1ccccc1	5%[57.5 µM]	4%	82%	-28%	-2%	.	0%	7%	-28%
CCc1cc(C(=O)N(CC(C)C)c2c(N)n(Cc3ccccc3)c(=O)[nH]c2=O)sc1C	-65%[inhibitor]	13%	11%	-14%	-1%	i	0%	1%	8%
CCOC(=O)CN(C(=O)CSc1nnc(CNc2ccc(F)cc2)o1)c1ccccc1	-22%[57.5 µM]	7%	28%	6%	2%	i	?	-15%	16%
O=C(CCc1c[nH]c2ccccc12)N/N=C/c1ccc2c(c1)OCO2	-3%	0%	21%	-11%[9.22 µM]	-5%	i	-30%	3%	-14%
CCOC(=O)Cn1cc(C(=O)C(C)(C)C)c2ccccc21	-46%[inhibitor]	0%	-17%	21%	-4%	i	-28%	-7%	-4%
COC(=O)c1cn(NC(=O)Cc2ccc(Cl)c(Cl)c2)c(=O)c2ccccc12	i	7%	33%	-17%	-6%	i	7%	-2%[1.53 µM]	-7%
COc1cc(C(=O)Nc2cc(-c3cn4cccnc4n3)ccc2C)cc(OC)c1OC	i	-7%	16%	28%	-7%	i	25%	9%	21%
CS(=O)(=O)N(CC(=O)Nc1ccc(S(=O)(=O)N2CCCC2)cc1)c1ccccc1	-3%	0%	21%	-11%	?	i	-15%	-3%	3%
CCOc1ccc(NC(=O)CC2SC(=O)N(c3ccccc3)C2=O)cc1 (stereo not given)	-17%	2%	54%	?	1%	i	19%	15%	-17%
COc1ccc([C@H]2CC(=O)C=C(c3cccc(C#N)c3)C2)cc1	-24%	6%	16%	?	0%	i	-2%	3%	4%
O=C(NCC(=O)N1CCN(c2cccc(Cl)c2)CC1)c1ccc(Br)o1	-12%	10%	-11%	23%	2%	i	?	-12%	8%
C=C(C)Cc1c(C)c(C#N)c2nc3ccccc3n2c1N1CCCCC1	i	8%	15%	?	1%	i	54%[activator]	9%	2%
CN(CCc1nc2ccccc2[nH]1)Cc1nc(CC2CC2)no1	i	4%	-24%	20%	-7%	i	-11%	-3%	5%
COc1ccc(N2CCN(CC(=O)c3c(C)n(C)c4ccc(OC)cc34)CC2)cc1	i	5%	5%	17%	0%	i	-7%	0%	-27%
C=CCn1c(-c2ccc(Cl)cc2)cnc1SC(C)C(N)=O (stereo not given)	-11%	-2%	-19%	14%	2%	i	1%	8%	10%

Reprinted from the part before: 6 compounds, then new ones.
SMILES	PTHR1 agonist	aSyn rescue	FUS yeast rescue	TDP43 rescue	Mm-Cpn inhibitor	Akt phos inh	GLP1R inv ag	GLP1R cytotox	Abeta rescue
COc1ccc([C@H]2CC(=O)C=C(c3cccc(C#N)c3)C2)cc1	-24%	6%	16%	?	0%	i	-2%	3%	4%
O=C(NCC(=O)N1CCN(c2cccc(Cl)c2)CC1)c1ccc(Br)o1	-12%	10%	-11%	23%	2%	i	?	-12%	8%
C=C(C)Cc1c(C)c(C#N)c2nc3ccccc3n2c1N1CCCCC1	i	8%	15%	?	1%	i	54%[activator]	9%	2%
CN(CCc1nc2ccccc2[nH]1)Cc1nc(CC2CC2)no1	i	4%	-24%	20%	-7%	i	-11%	-3%	5%
COc1ccc(N2CCN(CC(=O)c3c(C)n(C)c4ccc(OC)cc34)CC2)cc1	i	5%	5%	17%	0%	i	-7%	0%	-27%
C=CCn1c(-c2ccc(Cl)cc2)cnc1SC(C)C(N)=O (stereo not given)	-11%	-2%	-19%	14%	2%	i	1%	8%	10%
CCC(=O)Nc1ccc(N2CCCCC2)cc1	0%[57.5 µM]	-9%	7%	-11%	1%	i	54%[activator]	12%	-17%
COc1ccc(N2CCN(C(=O)c3ccc4c(c3)N(Cc3cc(C)ccc3C)C(=O)c3ccccc3S4=O)CC2)cc1 (stereo not given)	-32%[inhibitor]	.	19%	23%	.	.	-6%	-3%	0%
O=S(=O)(NCCc1csc2nc(-c3ccccc3)nn12)c1ccc(Cl)s1	i	.	-6%	23%	.	.	0%	-1%	-2%
CC(C)(C)c1ccc(/C=C/C(=O)Nc2cccnc2)cc1	-37%[inhibitor]	-28%	16%	15%	-1%	i	?	-6%	-10%
CN(Cc1ccccc1Cl)C(=O)C1CCC(=O)N(C2CCCCCC2)C1 (stereo not given)	-2%	-1%	20%	27%	2%	i	9%	-3%	-11%
Cc1ccc([C@@H]2CC=C(C(=O)O)[C@H](c3ccccc3F)N2S(=O)(=O)c2ccc(C)cc2)cc1	-5%	0%	9%	17%	1%	i	?	-3%	0%
O=C(Nc1ccc(N2CCN(C(=O)c3ccco3)CC2)cc1)c1ccc2c(c1)OCO2	-8%[57.5 µM]	-6%	12%	2%	1%	i	-7%	-19%	-21%
CC(N=c1ccccn1C(=O)Nc1ccc(F)cc1)c1ccco1 (stereo not given)	i	-9%	-1%	-5%	-1%	i	1%	-6%	13%
COc1ccc(Cc2c(-c3cccc(Cl)c3)nc3ccc(C)cn23)c(C)c1	-14%	4%	3%	12%	.	i	-6%	-5%	-13%
CNc1ncc(C(=O)c2ccc(Cl)cc2)s1	-3%	-3%	12%	10µM*	-3%	i	-9%	-25%	-6%
COCCCNc1ncnc2onc(-c3ccc(F)cc3)c12	i	.	-28%	?	.	.	1%	-3%	-26%
C=Cc1ccc(CSc2nc(-c3ccc(C)cc3)nc3c2Cc2c(CO)cnc(C)c2O3)cc1	i	.	24%	17%	.	.	-9%	3%	3%
COc1cccc(NC(=O)CSc2nnc(Cn3cnc([N+](=O)[O-])n3)n2C)c1	-31%[inhibitor]	-2%	14%	0%	-1%	i	3%	-3%	-17%
O=C(O)c1ccccc1C(=O)OCCCc1ccncc1	-18%	0%	-24%	2%	-1%	i	15%	9%	3%
Cc1ccccc1NS(=O)(=O)c1cccc2nonc12	i	6%	9%	21%	-1%	i	-8%	-8%	0%
O=S1(=O)C=C(Oc2ccc(F)cc2)c2ccccc21	-5%[57.5 µM]	-3%	3%	-5%	0%	i	4%	4%	-22%
Cc1cccc(NC(=O)c2nc[nH]c2C(=O)N[C@@H](CC(C)C)C(=O)OC(C)(C)C)c1	-49%	-2%	23%	24%	3%	i	?	28%	6.3µM*
C=CCc1cccc(C2Nc3ccccc3C(=O)N2O)c1O (stereo not given)	-14%[57.5 µM]	13%	-3%	-13%	0%	i	?	-9%	-11%
Cc1cc(=O)[nH]c(N/N=C/C2=C(N3CCOCC3)C(=C\c3ccc(Cl)cc3)/CC2)n1	-3%	-4%	?	-10%	0%	i	-12%	-5%	-13%
O=C(Nc1cc(N2CCOCC2)ncn1)NC1(C(F)(F)F)Oc2ccccc2O1	-7%	-2%	9%	0%	2%	i	37%[activator]	-7%	-2%
Cc1cccc(N2CCN(C(=O)c3ccc(S(=O)(=O)N(C)c4ccccc4)cc3)CC2)c1C	-87%[inhibitor]	28%	47%	-10%	-1%	i	1µM*	-25%	23%
O=C(c1ccccc1)N1CCN(c2cc(-c3ccccc3)nc3cc(-c4cccc(Cl)c4)nn23)CC1	-19%	0%	-29%	14%	.	i	6%	5%	11%
C[C@H](CO)N1C[C@H](C)[C@@H](CN(C)C(=O)c2cnccn2)Oc2ncc(Br)cc2C1=O	-22%	-2%	15%	20%	.	i	4%	1%	15%
CCN(CC)S(=O)(=O)c1ccc2c(c1)N(CC(=O)N1CCN(c3ccc(OC)cc3)CC1)C(=O)CO2	i	.	?	-15%	.	.	0%	-11%	1%
O/N=C1\CCCc2ccccc21	-18%	-7%	-15%	-5%	1%	i	1%	10%	1%
O=C(CCCn1c(=O)c2cccn2c2cccnc21)NCc1ccccc1Br	6%	.	-6%	12%	.	.	20%	4%	-5%
CN(Cc1ccccc1)c1nc2nonc2nc1N1CCCC(CN2CCCC2=O)C1 (stereo not given)	i	?	37%	2%	0%	i	4%	-9%	1%

Only part of the results is shown (hit frequency here may not be typical).
